# Screening results (PubChem)
# AmpC detergent: blocks E. coli AmpC beta-lactamase in detergent assay. P00811. AmpC hydrolysis of nitrocefin, absorbance 480 nm, 0.01% Triton. Potency, µM (doses to about 114 µM), inactives show at the top dose activity change, negative = inhibition, actives largely listed as inhibitors. hit rate 0.041% among 370,000. AID 485294;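 note: potency is the fitted concentration of half-maximal effect; 0% = no-compound wells and -100% = no-enzyme wells; nearly all actives have a fitted effect of over 25% in size; some results filed as inactive show a strong effect at the top dose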
# Target sequence (P00811 whole entry, looked up): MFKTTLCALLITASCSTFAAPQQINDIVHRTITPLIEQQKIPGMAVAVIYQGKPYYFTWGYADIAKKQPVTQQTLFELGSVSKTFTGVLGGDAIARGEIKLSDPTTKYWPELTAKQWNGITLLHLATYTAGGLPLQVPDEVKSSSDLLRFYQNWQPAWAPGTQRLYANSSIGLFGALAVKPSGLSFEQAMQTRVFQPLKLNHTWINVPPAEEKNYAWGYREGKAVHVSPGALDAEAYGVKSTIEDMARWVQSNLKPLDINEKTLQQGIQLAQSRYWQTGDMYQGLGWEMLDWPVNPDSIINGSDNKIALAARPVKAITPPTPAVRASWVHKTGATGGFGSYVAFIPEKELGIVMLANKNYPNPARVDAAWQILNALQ
#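 AmpC (5.3 nM in the dispensed reagent) in 20 mM phosphate pH 7.0 with 0.01% (detergent screen) or 0.0001% Triton X-100 was preincubated with compounds for 15 min at room temperature. Nitrocefin was then added from an 800 uM solution, and hydrolysis was followed at 480 nm.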
# AmpC inh no detg: blocks E. coli AmpC beta-lactamase in detergent-free assay | AmpC nitrocefin hydrolysis, absorbance 480 nm, 0.0001% Triton | Potency, µM (highest dose often 57.1 µM), for the others: at the top dose activity change, negative = inhibition, hits mostly inhibitors | AID 485341 | P00811 | hit rate 0.52% among 330,000;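 note: potency is the fitted concentration of half-maximal effect; plate controls were no compound for no effect and no enzyme for full effect; nearly all actives have a fitted effect of over 20% in size; some results filed as inactive show a strong effect at the top dose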
#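 20 mM phosphate pH 7.0 + 0.01% (detergent screen) or 0.0001% Triton X-100; 5.3 nM AmpC reagent; cpd preinc 15 min RT; nitrocefin (800 uM stock) to start; A480 q20 s × 4 min; Activity was normalised to no-enzyme and no-compound control wells.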
# HCMV inh: blocks human cytomegalovirus replication; HFF cells, HCMV-luciferase reporter, 72 h; hits give low values; activity change, negative = inhibition, % at 57.5 µM; hit rate 4.5% among 410,000; AID 1259415; in the data active = activity change below about -60%; inconclusive = no clear call, values can overlap the other calls; inactive = above about -39%; note: % is set by controls: 0 for no effect and ±100 for the full control effect
#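 Cell-based, HFFs, 1000 cells/well, 16 h 37C; cpds in DMSO + HCMV-luc, MOI 1 PFU/cell; 72 h 37C; OneGlo luminescence after 5 min RT; norm. to buffer vs Salinomycin 10uM.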
# Cycloheximide cs: counter-screen hit for Shiga toxin inhibitors, cycloheximide | max response, % | cell reporter, cycloheximide protein synthesis inhibition counterscreen | hit rate 12% among 300,000; in the data active = max response mostly above about 13%, no sharp cut-off; inactive = mostly below about 14%; note: read at 38.3 µM for the half of the compounds with a filed dose; 0% is about no effect
# Shiga toxin inh: Shiga toxin inhibition; Vero cells, Shiga toxin protein synthesis inhibition reporter; AID 2315; hit rate 9.2% among 290,000; inhibition, % at 38.7 µM; in the data active = inhibition mostly above about 28%, no sharp cut-off; inactive = mostly below about 43%; note: 0% is about no effect
# AMA1 RON2 block: AMA1-RON2 (P. falciparum) interaction inhibition | AlphaScreen AMA1-biotinylated RON2 peptide binding | Potency, µM (doses to about 58.2 µM), inactives show at the highest dose activity change, negative = inhibition, usual class: inhibitors | hit rate 0.2% among 360,000;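 note: potency is the fitted concentration of half-maximal effect; 0% = vehicle wells and -100% = peptide control; nearly all actives have a fitted effect of over 45% in size; some results filed as inactive show a strong effect at the top dose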
#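 AMA1 (3D7) with his tag at 25 nM final met compounds first, then biotinylated RON2 peptide at 25 nM; detection used donor plus acceptor beads, 10 µg/mL apiece, read by AlphaScreen after 30 min at room temperature.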
# FBPA Giardia inh: blocks Giardia fructose-bisphosphate aldolase activity. Potency, µM (series often up to 59.6 µM), for the others: top-dose activity, negative = inhibition, actives largely listed as inhibitors. A8B2U2. purified Giardia FBPA. hit rate 0.71% among 290,000; note: potency is the fitted concentration of half-maximal effect; % is set by controls: 0 for no effect and ±100 for the full control effect; nearly all actives have a fitted effect of over 55% in size
# Target sequence (A8B2U2 whole entry, looked up): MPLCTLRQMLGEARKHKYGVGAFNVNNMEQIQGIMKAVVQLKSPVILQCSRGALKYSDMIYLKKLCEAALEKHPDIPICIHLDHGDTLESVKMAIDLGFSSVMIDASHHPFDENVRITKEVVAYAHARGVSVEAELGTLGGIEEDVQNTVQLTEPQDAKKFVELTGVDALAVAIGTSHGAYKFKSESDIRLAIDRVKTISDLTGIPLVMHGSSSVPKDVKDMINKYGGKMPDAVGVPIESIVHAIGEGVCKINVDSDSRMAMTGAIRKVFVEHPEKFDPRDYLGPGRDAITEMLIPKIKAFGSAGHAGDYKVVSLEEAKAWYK
#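 40 nM FBPA preincubated 10 min at RT with compound (up to 57.5 uM final), then substrate plus GAPDH/TPI/NAD/arsenate coupling and diaphorase/resazurin added. Fluorescence read after 20 min at RT, 525/598 nm.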
# An asterisk follows results filed as active; ? = inconclusive; / = not tested or not shown; [ ] = remark or other dose. Unless noted, calls come from the whole dose curve; as a rule, active = well fitted curve in the direction sought with a large enough effect; inconclusive = small, poorly fitted or top-dose-only effect, or another doubt; inactive = no such curve, though single readings can be large; an effect the other way counts as inactive or inconclusive. Rows were taken by chance; 16% or so of the library scored in one or more.
SMILES,AmpC detergent,AmpC inh no detg,HCMV inh,Cycloheximide cs,Shiga toxin inh,AMA1 RON2 block,FBPA Giardia inh
CN(C)c1cc(N/N=C\c2ccccc2)nc(N(C)C)n1,6.5%,-9.2%,36.7,-1.7,8.3,-5.0%,?
COC(=O)c1cnn(-c2cc(Oc3cccc(C)c3)ncn2)c1N,-13.5%,1.9%,-30.9,11.9,-0.9,1.9%,-0.3%
O=C(CN(Cc1cccs1)C(=O)CNS(=O)(=O)c1ccc(Cl)cc1)NCc1ccco1,-2.4%,-14.8%,?,-3.0,-23.1,12.9%,2.1%
CCc1noc(C)c1C(=O)Nc1nc2c(C)cccc2s1,-20.6%,-20.4%,-9.8,/,/,3.5%,/
O=C(COC(=O)CCc1c[nH]c2ccccc12)Nc1ccc([N+](=O)[O-])cc1,?,-36.7%,-27.7,-3.7,-6.0,3.4%,-3.2%
Cc1ccc(S(=O)(=O)N(C)c2ccc(C(=O)N3CCC(C(N)=O)CC3)cc2)cc1,4.1%,/,?,-1.5,-2.7,0.6%,8.0%
CCN1CCN(c2cc(C)c3cc(NC(=O)c4cccnc4Cl)ccc3n2)CC1,?,-1.3%,34.4,1.1,-3.4,-10.6%,-2.4%
CC/C=C/C(=O)N1CC2(CC(c3cccc(NC(=O)COc4ccc(Cl)cc4)c3)=NO2)C[C@H]1C(N)=O (stereo partly drawn),-7.1%,203.4%[activator],6.2,8.3,9.0,-1.5%,-15.9%
Cc1ccc2nc(SCC(=O)OCc3ccccc3)nc(=O)n2c1,-9.9%,-1.6%,-27.5,/,/,-17.1%,/
O=C(CCCN1C(=O)/C(=C/c2ccccc2Cl)SC1=S)NNC(=O)c1ccc(Cl)cc1Cl,-6.0%,-33.9%,-64.4*,-8.2,2.3,91.2%[activator],8.5%
CN1CCN(C(=O)c2ccccc2-c2nc(-c3ccccc3)no2)CC1,?,57.4%,61.1,21.6*,61.6,3.6%,-8.5%
Cc1csc(NC(=O)c2c(-c3c(Cl)cccc3Cl)noc2C)n1,1.2%,-34.2%,-9.8,-1.7,-10.9,2.5%,2.5%
O=C(COc1ccccc1[N+](=O)[O-])N(Cc1ccccc1)c1ccccn1,?,-12.1%,-27.5,-1.9,25.6,8.6%,-3.7%
COc1cc(/C=C2\C(=N)N3N=C(S(C)(=O)=O)SC3=NC2=O)cc(OC)c1OCCOc1cccc(C)c1,-0.4%,-28.6%,?,-3.1,-4.5,17.2%,7.6%
CC1(OC(=O)CCc2ccccc2)C(=O)C=C2C=C(c3ccc(C#N)cc3)N(Cc3ccccc3)C=C2C1=O (stereo not drawn),2.3%,39.7%,-18.3,-0.2,24.8,32.4%[activator],?
CC1CCC2C(=O)N(c3ccc(C(=O)Oc4cccc5cccnc45)cc3)C(=O)C2C1 (stereo not drawn),-2.2%,18.0%,-13.9,0.2,116.6,13.9%,?
CCOc1ccc(C(=O)O)cc1OC,-8.4%,-4.6%,-28.1,-2.2,6.4,4.7%,-0.5%
Cc1cccc(C(=O)NCCC(=O)Nc2ccc(C)c(F)c2)c1,-12.5%,-9.1%,-19.5,-3.0,20.3,-11.3%,14.4%
O=C(CN1C(=O)NC2(CCCC2)C1=O)Nc1cc(C(F)(F)F)ccc1N1CCCCC1,?,35.5µM*,-10.8,/,/,-16.1%,/
Cc1ccc(N(CC(O)CN2CCCCC2)S(=O)(=O)c2ccccc2)cc1 (stereo not drawn),-4.1%,-8.6%,-24.4,15.9,-5.0,-2.7%,-15.9%
CN1CCN(C2=Cc3cc(Cl)ccc3Sc3cc(F)ccc32)CC1,11.9%,180.5%[activator],-9.1,-6.6,-18.6,?,?
CCC(CO)Oc1cc(NCc2ccc(C)c(C)c2)c2ncn(C(C)C)c2c1 (stereo not drawn),/,56.3%,-24.7,/,/,-17.4%,/
COCCCn1cnnc1SCC(=O)Nc1ccc(S(=O)(=O)N2CCCC2)cc1,-0.8%,-0.2%,9.8,-1.3,16.4,-7.5%,4.2%
COc1cc2c(cc1OC)C1=C(C#N)CC/C(=N\S(=O)(=O)c3cccc(Cl)c3)N1CC2,?,-2.4%,-0.7,-0.9,-16.1,19.5%,-3.7%
CCCn1c2c(c(O)c(C(=O)Nc3nc4ccccc4s3)c1=O)CCCC2,-5.4%,-12.7%,33.2,-2.2,-17.6,18.4%,2.0%
# The list goes on:
SMILES,AmpC detergent,AmpC inh no detg,HCMV inh,Cycloheximide cs,Shiga toxin inh,AMA1 RON2 block,FBPA Giardia inh
COc1ccc(N2C(=O)CC(N(Cc3ccc(S(N)(=O)=O)cc3)C(C)=O)C2=O)cc1 (stereo not drawn),-0.7%,-12.7%,14.6,0.1,-2.8,-2.9%,10.0%
O=C(Nc1ccc(S(=O)(=O)Nc2ccccn2)cc1)c1cccc([N+](=O)[O-])c1,?,-10.5%,-6.8,-0.8,-4.2,2.4%,-12.0%
CC12CN3CC(C)(CN(C1)C3c1cccs1)C2 (stereo not drawn),?,-11.7%,22.2,-4.4,1.8,19.2%,2.5%
Cc1nn(CC2CCCCC2)c(N)c1-c1ccccc1,-0.2%,-5.4%,7.9,44.1*,64.5*,-0.7%,5.5%
COc1ccc2ccccc2c1CNCc1ccccn1,?,-16.1%,?,20.7*,27.2,-3.1%,9.4%
CC(=O)Nc1ccc(S(=O)(=O)c2ccc([N+](=O)[O-])cc2)cc1,5.7%,-11.5%,1.2,14.5,-7.5,-1.1%,4.1%
CCCOc1cccc(C(=O)Nc2cccnc2)c1,?,-8.3%,2.0,2.3,4.7,-3.8%,3.3%
O=C(COc1ccc(F)c(Cl)c1)N1CCN(c2ccccn2)CC1,1.5%,1.2%,12.1,-3.5,6.7,-3.0%,/
Cc1ccc(Nc2nc(-c3sc(NC(=O)c4ccco4)nc3C)cs2)cc1,-2.3%,-10.8%,-32.5,19.6*,35.9,30.0%,-22.4%
CC(NC(=O)CCSc1nc(-c2ccc3c(c2)OCO3)cc(C(F)(F)F)n1)c1ccccc1 (stereo not drawn),-0.1%,-18.7%,-17.7,-3.1,-6.9,-8.0%,-1.0%
COc1ccc(NC(=O)N2CCCc3cc(C)ccc32)c(OC)c1,?,-0.5%,?,2.3,14.3,-13.0%,6.5%
CC(=O)N(Cc1cccs1)Cc1cc2cc(C)c(C)cc2nc1Cl,-1.2%,99.2%[activator],54.2,-0.2,-10.6,-3.5%,7.1%
CCCCNC(=O)c1cc2c(=O)n3cccc(C)c3nc2n(CCN2CCOCC2)c1=N,-0.7%,0.0%,-30.2,-3.8,10.2,2.1%,-5.8%
Cc1cc(C)nc(-n2nc(C)c3c(C)c(C)c(C)nc32)n1,-7.9%,-7.1%,/,-1.9,-4.0,/,-9.0%
CCc1cc(=O)oc2c(C)c(OC(C)C(=O)N3CC[C@@]4(O)CCCC[C@H]4C3)ccc12 (stereo partly drawn),-14.7%,-6.0%,21.0,-4.1,-9.2,10.8%,5.0%
O=C(Nc1nc2c(s1)CCCC2)c1ccc(S(=O)(=O)N2CCCc3ccccc32)cc1,-9.1%,-32.0%,-85.3*,10.3*,11.4,-13.2%,4.4%
O=C(NN=C1CCCCC1)Nc1ccccc1Cl,?,-22.9%,7.3,/,/,32.0%,/
O=C(CC1SC(N2CCCC2)=NC1=O)Nc1ccc(C(=O)Nc2ncccc2O)cc1 (stereo not drawn),-13.5%,-14.0%,-14.4,/,/,39.7%[activator],/
CCOC(=O)N1CCN(C(=O)Cn2nc(-c3ccc(Cl)cc3)ccc2=O)CC1,3.1%,159.2%[activator],14.7,6.5,-16.6,7.3%,3.5%
O=C(NCN1CCN(c2ccccc2F)CC1)c1ccccc1,-2.6%,-1.0%,47.8,-1.0,-18.0,-13.7%,6.6%
COc1ccc(NC(=O)c2ccc(-c3ccc([N+](=O)[O-])cc3)o2)cc1,5.5%,-38.1%,-60.8*,8.7,27.7,-2.2%,-23.0%
Cc1ccc(-n2c(=O)c3ccccc3n(CC(=O)C(C)(C)C)c2=O)cc1,3.9%,-1.2%,-32.9,-2.5,26.5,12.2%,-2.6%
CC(=O)c1c(N2CCOCC2)nc(=S)n(-c2ccc([N+](=O)[O-])cc2)c1C,?,-15.4%,-5.9,-1.2,14.4,13.8%,-5.9%
Cc1nn(Cc2ccc(C(=O)N/N=C/c3ccncc3)o2)c(C)c1Cl,-11.6%,78.1%[activator],/,-1.8,-8.7,11.8%,-3.1%
Cc1nc(NS(=O)(=O)c2ccccc2)sc1NC(=O)OCCN(C)C,2.1%,-19.1%,-10.6,-1.7,7.0,7.7%,?
# (more compounds)
SMILES,AmpC detergent,AmpC inh no detg,HCMV inh,Cycloheximide cs,Shiga toxin inh,AMA1 RON2 block,FBPA Giardia inh
Nc1sc(-c2ccccc2)cc1C(=O)N/N=C/c1ccc(Cl)cc1,9.6%,-52.7%,-6.7,8.9,34.0*,7.0%,-8.0%
Cc1c(C)c2ccc(OC(C)C(=O)NCCN3CCOCC3)c(C)c2oc1=O (stereo not drawn),?,9.2%,-22.8,-4.4,-8.1,-9.5%,10.5%
COc1ccc2c(CCNC(=O)Nc3ccccc3)c[nH]c2c1,10.0%,-28.2%,?,3.5,-2.7,?,-3.3%
O=C(NCc1ccco1)c1ccccc1NS(=O)(=O)c1ccc(Cl)s1,-7.0%,-55.1%,-26.1,26.0,-14.9,0.2%,16.5%
Cc1cccc(C)c1NC(=S)NC(C)(C)CO,6.5%,-19.1%,27.9,-0.6,1.1,0.7%,-11.2%
O=C(N/N=C/c1ccc[nH]1)c1cc2ccccc2cc1O,-6.9%,14.1µM*,-99.2*,31.5*,78.3*,90.9%[activator],?
Cc1nonc1OCCNCCNc1ccc([N+](=O)[O-])c2cccnc12,-3.8%,-46.8%,10.5,-1.2,-6.0,?,-14.8%
Cc1cc(F)ccc1NC(=O)C1CCN(C(=O)Nc2ccccc2)CC1,-15.9%,-9.4%,/,/,/,0.5%,/
COc1ccc(CN(C)CC(=O)Nc2cccc(S(=O)(=O)N(C)c3ccccc3)c2)c(OC)c1,6.3%,31.7%,-15.1,/,/,-11.9%,/
COc1ccc(COC(=O)NC(C(=O)O)c2ccccc2)cc1 (stereo not drawn),-3.1%,2.9%,-14.8,/,/,-9.0%,/
COc1ccc(-n2c(N)c(C(=O)NCc3ccco3)c3nc4ccccc4nc32)cc1,1.6%,70.1%[activator],?,-2.2,-5.2,29.6%,-19.5%
CC12CCC(=O)N1C(C(=O)NCCN1C(=O)S/C(=C\c3ccccc3Cl)C1=O)CS2 (stereo not drawn),?,121.3%[activator],14.0,/,/,0.0%,/
